Screening data: PubChem BioAssay, several laboratories
LYP inhibition: inhibitors of LYP phosphatase, biochemical, fluorescence intensity, uHTS (AID 1779) | recombinant LYP phosphatase, fluorescence intensity; higher % means a stronger effect | one-dose inhibition, % at 11.5 µM; IC50 in µM for titrated hits | hit rate 0.054% among 290,000;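 note: plate controls were vehicle with enzyme for no effect and no enzyme for full effect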
AID2073: inhibitors of Mint1-CaV2.2 protein interaction, biochemical, HTRF (AID 2073) | HTRF protein-protein interaction, Mint1-CaV2.2; higher % means a stronger effect | inhibition, % at 20 µM, or IC50 in µM where a hit was titrated | hit rate 0.19% among 290,000; in the data active = inhibition mostly above about 51%, no sharp cut-off; note: some results filed as inactive read as strong as hits
M1AAP inhibition: malaria alanyl aminopeptidase activity blockers – biochemical, fluorogenic H-Leu-NHMec substrate, 1536-well (AID 1445). hit rate 0.42% among 220,000. inhibition, % at 30 µM, or IC50 in µM where a hit was titrated. recombinant M1AAP, H-Leu-NHMec fluorogenic kinetic assay; higher % means a stronger effect;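 active = primary inhibition above the hit cutoff, then over 50% inhibition at one or more dose response concentrations, cut at about 23% in these data, passing the limit was not always enough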;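 note: plate controls were DMSO full reaction for no effect and no enzyme background for full effect; strong numbers were not always called active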
Siah-1 displacement: Siah-1 peptide-binding antagonists, primary screen, biochemical, fluorescence polarization, rhodamine-plectin, uHTS (AID 1817); Siah-1 / rhodamine-plectin peptide fluorescence polarization; higher % means a stronger effect; one-dose displacement, % at 20 µM; IC50 in µM for titrated hits; hit rate 0.02% among 290,000;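 active = displacement of at least 50% at 20 µM, with a fluorescence ratio check between 0.3 and a set limit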;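 note: plate controls were Siah plus tracer with DMSO for no effect and tracer alone without Siah for full effect; strong numbers were not always called active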
M17LAP inhibition: P. falciparum M17LAP inhibitors, primary screen, biochemical, fluorogenic H-Leu-NHMec substrate, 1536-well (AID 1619) | recombinant M17LAP, H-Leu-NHMec fluorogenic kinetic assay; higher % means a stronger effect | inhibition, % at 30 µM, or IC50 in µM where a hit was titrated | hit rate 0.38% among 220,000;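 active = compound inhibiting the enzyme by more than half at any dose during confirmatory dose-response retesting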;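 note: plate controls were full reaction with DMSO carrier for no effect and no enzyme background for full effect; strong numbers were not always called active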
XIAP displacement: XIAP antagonists, biochemical, IAP family, fluorescence polarization (AID 1018). XIAP BIR domain, fluorescence polarization peptide displacement; higher % means a stronger effect. hit rate 0.007% among 200,000. displacement, % at 20 µM; hits with a dose series show IC50 in µM; in the data active = displacement above about 50%; note: a part of the inactive calls stands beside numbers as strong as those of hits
human PMI inhibitors: MPI inhibition at elevated mannose 6-phosphate – biochemical, fluorescence intensity, high mannose 6-phosphate, primary screen (AID 1220). recombinant PMI enzyme, coupled fluorescence intensity; higher % means a stronger effect. one-dose inhibition, % at 20 µM; IC50 in µM for titrated hits. hit rate 0.66% among 190,000
Dynein cargo inh: blocks dynein driven cargo transport along microtubules; 3617.4 mouse cells, GR-EGFP nuclear translocation imaging; test concentration mostly 20 µM; stimulated with dexamethasone, 1 µM; hits give low values; AID 1381; hit rate 0.47% among 220,000; z-score, hits read low;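 active = plate z-score of nuclear minus cytoplasmic receptor signal below a set negative limit, without overly bright fluorescence or cell loss, cut at about -3.5 in these data, passing the limit was not always enough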;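 note: z-score of nuclear minus cytoplasmic ring GR-EGFP intensity difference per well; some compounds called inactive have numbers as strong as hits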
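Also added – dexamethasone, 1.0 µM final · Buffer or medium – tet-free, stripped-serum medium · Schedule – induction 48 h, compound 1 h, agonist 30 min · Detection – formaldehyde fixation, Hoechst nuclear stain, 10x automated fluorescence imaging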
human PMI inhibition: MPI enzyme activity inhibition – biochemical, fluorescence intensity, coupled assay, primary screen (AID 1209); purified PMI enzyme, coupled fluorescence intensity; higher % means a stronger effect; inhibition, % at 20 µM; hits with a dose series show IC50 in µM; hit rate 0.42% among 190,000;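 note: plate controls were DMSO vehicle for no effect and wells lacking substrate for full effect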
Dynein cargo inh cytoplasmic EGFP: second read-out of Dynein cargo inh, no call of its own (marks repeat the call); z-score; measured here: cytoplasmic GR-EGFP intensity; hits give high values
Dynein cargo inh nuclear GR-EGFP: recorded beside Dynein cargo inh, whose call it bears; z-score; measured here: nuclear GR-EGFP intensity;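 lower value marks the stronger effect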
Dynein cargo inh cell count: further read-out of Dynein cargo inh, marked with its call; z-score; measured here: cell count per field
* hit, by the source's call; · = not tested or not shown. Cut-off read from the data, not from the text of the source, unless noted: active = inhibition above about 50%; inactive = the rest. Not a hit list. Share with any hit: about 2.1%.

mol	human PMI inhibition	Siah-1 displacement	AID2073	Dynein cargo inh	M17LAP inhibition	Dynein cargo inh cell count	XIAP displacement	human PMI inhibitors	LYP inhibition	M1AAP inhibition	Dynein cargo inh cytoplasmic EGFP	Dynein cargo inh nuclear GR-EGFP
O=C(CCC(=O)N1CCCC1)Nc1nnc(C2CCCCC2)s1	13%	1%	0%	1.4	2%	-0.81	-2.0%	12%	-8%	9%	-0.26	0.35
CCN(CC(=O)NC(C)C)C(=O)c1ccc(S(=O)(=O)N(C)c2ccccc2OC)cc1	-12%	-3%	14%	-0.34	-8%	0.25	-1.0%	1%	-3%	0%	-0.23	-0.017
Cn1ncc([N+](=O)[O-])c1C(=O)N1CCOCC1	8%	3%	-7%	-0.37	4%	0.85	-1.4%	3%	-6%	-1%	-0.23	0.42
CN(Cc1nc(-c2ccccn2)no1)S(=O)(=O)c1ccccc1	1%	-1%	-5%	0.6	-9%	0.19	-4.9%	-1%	3%	4%	2.9	0.82
Cc1ccccc1NC(=O)c1cnc(Nc2nc3ccccc3s2)nc1C	-3%	3%	21%	-0.75	-8%	0.76	-4.6%	-4%	-1%	6%	-0.31	-0.13
O=C(NNC1CC(=O)N(c2ccc(Br)cc2)C1=O)c1ccccn1 (stereo unspecified)	-22%	-6%	8%	0.69	57%	-0.77	-12%	-15%	-9%	14%	-0.36	-0.094
COc1cccc(NS(=O)(=O)c2ccc(OC)c(OC)c2)c1	8%	0%	1%	-0.19	-6%	1.1	-3.6%	4%	-4%	9%	-0.25	0.16
COc1cccc(OC)c1C(=O)Nc1cccc(-c2ccc3nncn3n2)c1	-5%	-4%	3%	0.97	-10%	-2.1	-1.0%	-7%	-7%	2%	0.018	0.66
Cc1cc(Cl)nc(Cl)c1C(=O)N1CCOCC1	0%	-1%	1%	-1.4	-5%	1.2	-0.5%	-3%	-1%	7%	-0.29	-0.71
CCN(C(=O)COc1ccc(C)nc1[N+](=O)[O-])C1CCS(=O)(=O)C1 (stereo unspecified)	-1%	7%	-4%	-0.3	5%	0.1	-15%	5%	-8%	2%	-0.28	-0.49
COc1ccc2oc(C(=O)NN3C(C)CCCC3C)c(C)c2c1 (stereo unspecified)	1%	8%	8%	-0.84	-7%	-0.069	-3.6%	6%	-7%	0%	-0.35	-0.21
CC(=O)c1ccc(N2CCN(C(=S)NCc3ccco3)CC2)cc1	4%	4%	22%	-1.1	13%	0.59	-3.9%	-3%	-5%	17%	-0.2	-0.5
Cc1cc(C(F)(F)F)nc(SCC(=O)Nc2cc(C)on2)n1	3%	-1%	4%	0.26	2%	0.11	1.9%	4%	0%	-4%	-0.24	0.12
COc1ccc(C(=O)OCC(=O)Nc2sccc2C(N)=O)cc1OC	·	2%	38%	0.28	-6%	-0.26	·	·	2%	1%	0.62	0.31
CCOC1(c2ccccc2)CC1C(=O)N/N=C/c1cccc([N+](=O)[O-])c1 (stereo unspecified)	·	2%	-12%	-0.59	-5%	1	·	·	-2%	4%	-0.18	0.031
CCCCCOC(=O)C1=C(C)N(C)C(=O)NC1c1cc(Br)c(O)c(OC)c1 (stereo unspecified)	15%	3%	-5%	-0.45	16%	-0.14	-1.6%	14%	-8%	9%	-0.022	-0.3
CCn1nnc(NC(=O)Cc2ccc(Cl)cc2)n1	0%	-3%	-7%	1.8	2%	-0.94	3.6%	2%	-1%	-7%	-0.21	1.3
COC(=O)c1c(NC(C)=O)sc(Cc2ccccc2)c1C	-1%	3%	15%	0.15	-6%	0.67	1.3%	-3%	4%	11%	-0.19	-0.47
O=C(Nc1nc2ccc([N+](=O)[O-])cc2s1)c1ccc(S(=O)(=O)N2CCCc3ccccc32)cc1	0%	-2%	13%	0.56	-11%	0.72	-5.0%	21%	0%	-9%	-0.3	0.73
O=C(NC(=S)Nc1cccc([N+](=O)[O-])c1)c1ccccc1	·	1%	-20%	-0.62	10%	0.86	·	·	-8%	3%	-0.22	-0.3
CC(C)C(=O)NC(NC(=O)C(C)C)c1ccc([N+](=O)[O-])cc1	-13%	7%	5%	-0.35	-7%	0.33	-0.3%	-13%	-5%	5%	-0.31	-0.47
O=C(CNCCCO)Nc1cc(C(F)(F)F)cc(NC(=O)CNCCCO)c1Cl	10%	6%	-2%	-0.0078	-12%	-0.64	-14%	2%	-10%	-3%	-0.21	0.054
O=C(/C=C/c1cccc(Oc2ccccc2)c1)N1CCOCC1	7%	1%	-5%	-0.64	2%	1.1	-2.5%	4%	-3%	0%	-0.35	-0.11
CC/C(=N/Nc1cccc(Cl)c1)c1cnnc(SC)n1	-14%	26%	23%	-0.82	-16%	0.36	-3.2%	-13%	-2%	6%	-0.27	-0.38
CC(=O)NC1(c2cccc(F)c2)CCN(C(=O)Nc2ccc(C#N)cc2)CC1	0%	-1%	9%	0.29	-2%	0.74	-18%	5%	0%	13%	-0.075	0.24
CCCCCCN(C(=O)CCCCCN1C(=O)NC(c2ccc(Cl)cc2)C(C(=O)OCc2ccccc2)=C1C)C(C(=O)NCCCC)c1ccc(OCC(=O)OC)c(C(=O)OC)c1 (stereo unspecified)	11%	0%	12%	-0.14	-4%	0.83	-14%	13%	6%	-4%	-0.25	0.23
COC(=O)c1ccc(NCC(=O)c2ccccc2)cc1	-17%	2%	12%	-0.11	6%	0.15	1.2%	-10%	-5%	8%	-0.31	0.07
Cc1ccc(NC(=O)NC2CCCCC2)cc1Cl	1%	5%	-5%	-0.57	-7%	-0.32	-5.4%	0%	-7%	1%	-0.25	-0.23
Cc1ccc(NC(=O)CCNS(=O)(=O)c2ccc3c(c2)c(=O)n(C)c(=O)n3C)cc1C	-7%	3%	0%	-0.83	21%	0.51	-7.8%	-7%	4%	9%	-0.026	-0.31
CCOc1cnc(-c2ccc(Cl)cc2)o1	8%	-2%	-4%	0.016	-9%	0.66	-0.2%	9%	-2%	-7%	-0.24	-0.5

Part of the list above, showing only LYP inhibition.
| SMILES | LYP inhibition |
| --- | --- |
| Cc1cc(C(F)(F)F)nc(SCC(=O)Nc2cc(C)on2)n1 | 0% |
| CCOC1(c2ccccc2)CC1C(=O)N/N=C/c1cccc([N+](=O)[O-])c1 (stereo unspecified) | -2% |

Next section
mol	human PMI inhibition	Siah-1 displacement	AID2073	Dynein cargo inh	M17LAP inhibition	Dynein cargo inh cell count	XIAP displacement	human PMI inhibitors	LYP inhibition	M1AAP inhibition	Dynein cargo inh cytoplasmic EGFP	Dynein cargo inh nuclear GR-EGFP
Cc1ccccc1CSc1ncc(C#N)c(N)n1	0%	-1%	10%	-0.38	-8%	-0.39	-2.0%	-2%	7%	-9%	-0.23	0.15
O=C(N/C(=C\c1cn(-c2ccccc2)nc1-c1ccc(Cl)cc1)C(=O)N1CCOCC1)c1ccccc1	10%	-2%	-1%	-0.75	2%	1	-4.6%	-4%	-4%	5%	-0.21	-0.091
O=[N+]([O-])c1ccc(OCCO)c(P(=O)(c2ccccc2)c2ccccc2)c1	·	-2%	-4%	-0.38	1%	1	·	·	-7%	-6%	-0.25	0.16
COC(=O)CSc1nc(N)c(C#N)c(-c2ccco2)c1C#N	4%	-1%	24%	0.22	-4%	-0.2	-2.0%	26%	-4%	5%	-0.18	0.48
COc1ccccc1/C=N/Nc1nc(C)cc(C)n1	·	-6%	8%	-0.045	23%	0.0033	·	·	-1%	7%	-0.19	-0.0047
Cc1cc(NC(=O)CSc2nnc(C3CC3)n2N)no1	-2%	0%	2%	-0.17	5%	-0.28	1.6%	-4%	-1%	-3%	-0.38	-0.095
c1ccc2cc(-c3csnn3)ccc2c1	2%	-2%	-12%	-0.43	-7%	0.54	-4.5%	4%	-9%	10%	-0.2	-0.36
CCN(CC)CCn1c(=N)n(CC(O)COc2cccc(C)c2)c2ccccc21 (stereo unspecified)	10%	-4%	-11%	-0.76	3%	0.42	-4.5%	11%	-2%	2%	-0.25	0.14
Cc1cc(C)n(CC(=O)Nc2ccc([N+](=O)[O-])cc2)n1	10%	-3%	3%	1.5	-20%	0.099	1.8%	5%	-4%	6%	-0.25	1
CCC(=O)Nc1c(-c2ccccc2)c(=O)c2ccccc2n1C	·	4%	1%	0.24	1%	0.6	·	·	-4%	9%	-0.29	0.016
COc1ccc(-n2c(=S)[nH]c3ccccc32)cc1	-29%	1%	-6%	-0.56	-1%	0.21	-6.1%	-48%	2%	-2%	-0.23	-0.14
N#C/C(C(=O)N1CCOCC1)=C1/SC(Cc2ccccc2)C(=O)N1c1ccccc1 (stereo unspecified)	-2%	1%	2%	-1.1	9%	1.2	-18%	-4%	-3%	0%	0.19	-0.046
CCN(CCC(=O)O)c1ccccc1	2%	4%	-5%	-0.85	10%	1.3	-6.0%	-11%	-4%	3%	-0.22	-0.3
CCC(C)N(C(=O)CSc1ccc(NC(C)=O)cc1)C1CCS(=O)(=O)C1 (stereo unspecified)	0%	2%	-7%	-0.14	-4%	0.14	-4.1%	8%	-3%	-8%	-0.31	-0.53
CC(=O)c1cc(O)c2ccccc2c1O	·	5%	13%	-3.4	11%	0.27	·	·	-3%	9%	0.5	-1.9
Cc1nnc(N2C(=O)C(O)=C(C(=O)c3ccco3)C2c2ccc(C(C)C)cc2)s1 (stereo unspecified)	-38%	6%	19%	1.1	21%	-1.4	-2.5%	-32%	6%	-1%	0.0042	1.8
CCCn1c(SCC(=O)NC(C)C23CC4CC(CC(C4)C2)C3)n[nH]c1=O (stereo unspecified)	0%	3%	0%	-0.42	7%	0.051	-6.7%	-1%	-2%	1%	-0.32	-0.24
O=C(COc1cccc(Br)c1)N/N=C1\CCSC1	5%	7%	7%	0.15	9%	0.13	-6.3%	12%	-7%	8%	-0.19	0.14
COc1cc2[nH]c3c(N4CCC(C(N)=O)CC4)ncnc3c2cc1OC	8%	-1%	9%	0.033	-1%	-0.18	-4.9%	46%	0%	3%	-0.39	0.18
CCOC(=O)C(C)Oc1ccc2c(CC)cc(=O)oc2c1C (stereo unspecified)	3%	1%	2%	-0.45	-4%	0.62	-1.4%	2%	-3%	3%	0.35	-0.043
Cc1ccc(/C=N/NC(=O)c2ccccc2OCc2ccc(F)cc2)o1	4%	0%	-3%	0.06	5%	0.16	-5.0%	0%	0%	10%	-0.2	0.65
